Screening results as filed in PubChem.
HSP90 refold inh – inhibitors of HSP90 luciferase refolding in rabbit reticulocyte lysate. AID 1789. 0.91% of 290,000 active. luciferase refolding luminescence, 3 h. inhibition, % at 5.6 µM;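 active = inhibition above the screen-wide mean plus 3 SD, computed separately per campaign, cut at about 16% in these data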;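 also: 0% = DMSO wells and 100% = 60 µM geldanamycin wells; inhibitors lower the luminescence because luciferase stays unfolded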
GSK3beta inhib – inhibitors of human GSK3beta kinase. activity score (negative = inhibition), % at 10 µM. AID 2097. 0.038% of 300,000 active. GST-GSK3beta kinase, ADP-Glo luminescence, 60 min; hits give low values. P49841;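 active = more than half of replicate wells score below -50%, meaning over 50% inhibition versus plate controls; inconclusive = some replicates but at most half score below -50%; inactive = no replicate scores below -50%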;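 also: 0% = median DMSO wells and -100% = median GW8510 positive control wells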
Target sequence (P49841 whole entry, looked up): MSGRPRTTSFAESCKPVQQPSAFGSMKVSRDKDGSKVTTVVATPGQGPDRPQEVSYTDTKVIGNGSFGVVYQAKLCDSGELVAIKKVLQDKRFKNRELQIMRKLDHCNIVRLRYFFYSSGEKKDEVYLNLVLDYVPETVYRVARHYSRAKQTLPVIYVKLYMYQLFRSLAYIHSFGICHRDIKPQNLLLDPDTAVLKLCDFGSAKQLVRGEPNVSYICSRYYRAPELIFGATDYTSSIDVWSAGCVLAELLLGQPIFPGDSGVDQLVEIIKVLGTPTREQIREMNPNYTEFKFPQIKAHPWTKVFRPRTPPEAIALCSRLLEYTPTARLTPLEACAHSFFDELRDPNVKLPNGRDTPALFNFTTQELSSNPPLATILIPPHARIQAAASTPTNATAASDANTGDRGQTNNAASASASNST
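test system = GST-tagged human GSK3beta kinase, cell-free | reagent = 25 µM ATP with peptide substrate | dosing = one dose of 10 µM per compound | schedule = 60 min reaction, RT | detection = luminescent ADP-Glo measurement of ADP formed | control set = DMSO neutral wells and GW8510 at 20 µM as positive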
HIF activator – HIF pathway transcriptional activation; U2OS HRE-luciferase reporter, luminescence; normalized: DMSO 0%, desferrioxamine 100%; activation, % at 7.5 µM (by protocol); 0.32% of 300,000 active;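 active = mean activation of at least 10% of the iron chelator positive control signal, with at least half of replicates also reaching 10%; inconclusive = mean and replicate majority disagree about reaching 10%; inactive = mean and most replicates under 10%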
GSK3 alpha inh – inhibitors of human GSK-3 alpha kinase. ADP-Glo luminescence, 60 min. inhibition, % at 10 µM. AID 2650. 0.1% of 320,000 active;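 in the data active = inhibition above about 50%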;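 also: GST-tagged GSK-3 alpha with peptide substrate and 25 µM ATP; 0% = DMSO neutral wells and 100% = GW8510 positive control wells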
Target sequence (P49840 whole entry, looked up): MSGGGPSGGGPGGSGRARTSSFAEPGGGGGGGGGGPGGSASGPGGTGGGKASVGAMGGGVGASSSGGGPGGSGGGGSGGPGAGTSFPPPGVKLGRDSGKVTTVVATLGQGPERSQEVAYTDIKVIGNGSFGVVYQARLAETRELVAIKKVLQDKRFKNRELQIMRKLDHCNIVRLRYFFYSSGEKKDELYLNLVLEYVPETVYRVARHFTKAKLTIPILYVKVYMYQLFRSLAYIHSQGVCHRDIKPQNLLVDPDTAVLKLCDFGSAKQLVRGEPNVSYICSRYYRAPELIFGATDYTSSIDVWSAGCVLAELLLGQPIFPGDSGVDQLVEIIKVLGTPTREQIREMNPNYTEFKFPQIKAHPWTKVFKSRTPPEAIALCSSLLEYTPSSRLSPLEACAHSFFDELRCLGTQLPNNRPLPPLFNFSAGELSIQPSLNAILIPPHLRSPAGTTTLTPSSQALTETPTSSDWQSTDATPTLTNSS
AI-2 QS modul – modulates the Vibrio harveyi AI-2 quorum sensing system | Vibrio harveyi JMH597 AI-2 luminescence/OD600 ratio, 9 h; hits give low values; strain lacks LuxN and CqsS sensors; 0 = neutral-control median | activity change, % at 7.5 µM | 0.4% of 300,000 active | AID 2094; in the data active = activity change below about -75%, passing the limit was not always enough; inconclusive = no clear call, values can overlap the other calls;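 also: luminescence divided by OD600 gain over 9 h not by final OD600 alone; inactives centre near 13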
aSyn 5UTR inh – MLPCN primary screen, SNCA 5' untranslated region; alpha-synuclein 5'UTR reporter, inhibitor activity; inhibition, % (tested at 7.5 µM); 0.82% of 300,000 active; in the data active = inhibition above about 60%; inconclusive = no clear call, values can overlap the other calls;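 also: H4 neuroglioblastoma cells stably carrying SNCA 5'UTR luciferase fusion; 0% = DMSO wells and 100% = positive control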
KLF5 inh – inhibitors of KLF5 expression; DLD-1 KLF5 promoter-luciferase reporter, luminescence; inhibition, % at 5 µM; 0.23% of 290,000 active; AID 1700;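 active = inhibition above a per-plate limit of that plate's mean compound inhibition plus 3 SD, cut at about 60% in these data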;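 also: 0% = DMSO wells and 100% = LY294002 at 200 µM; higher means less KLF5 promoter-driven luciferase light; inactives centre near -14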
HSF1 activator – increases HSF-1 driven luciferase reporter signal; AID 504408; 1.7% of 300,000 active; NIH3T3-HGL HSF-1 luciferase reporter, MG132, 8 h; 100% = twice DMSO control signal; activation, % at 9 µM;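 active = mean replicate activation of at least 50% with a set share of replicates each reaching 50%; inconclusive = only one of those two conditions met; inactive = mean below 50% and too few replicates reaching it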;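 also: 0% = median of the neutral control wells and 100% = twice that signal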
HSF1 inhib – HSF1 inhibition | NIH3T3-HGL HSE-luciferase, MG132-induced, luminescence 8 h; hits give low values | activity change, negative = inhibition, % at 7.5 µM (by protocol) | 0.77% of 300,000 active | AID 2098;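 active = more than half of replicate wells show activity change below -50%, luminescence cut by over half; inconclusive = some wells, but at most half, below -50%; inactive = no replicate well below -50%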;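 also: luciferase reports HSF-1 transcriptional activity via heat shock element; 0% = median of DMSO wells and -100% = zero luminescence signal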
IEC-6 tox – counter-screen for KLF5 inhibitors: cytotoxicity in IEC-6 cells | inhibition, % at 5 µM | 0.78% of 290,000 active | IEC-6 cytotoxicity, luminescence viability; in the data active = inhibition above about 22%;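 also: 0% = plate median of test compound wells and 100% = cytotoxic reference compound wells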
The depositor's hits bear a star; ? = inconclusive; . = not tested or not shown.

SMILES	HSP90 refold inh	GSK3beta inhib	HIF activator	GSK3 alpha inh	AI-2 QS modul	aSyn 5UTR inh	KLF5 inh	HSF1 activator	HSF1 inhib	IEC-6 tox
COc1ccc(-c2cc(C(=O)NCCCN3CCCC3=O)c3ccccc3n2)cc1	.	-3	0.6	-2	27	-7	.	4	0	.
Cc1[nH]n(-c2ccccc2)c(=S)c1C=NCCCN=Cc1c(C)[nH]n(-c2ccccc2)c1=S	0	0	-1.1	-2	-3	-7	-8	-4	1	2
CC(C)(C)NC(=O)Cn1nnnc1-c1nonc1N	-3	1	0.1	-4	7	-18	2	2	-3	-10
O=C(C1CCN(S(=O)(=O)c2ccc(Br)s2)CC1)N1CCN(C2CCCCC2)CC1	-1	3	0.2	-3	24	7	26	3	2	7
O=C(COc1ccc([N+](=O)[O-])cc1)Nc1ccc2[nH]c(=O)[nH]c2c1	.	-2	-0.6	-1	13	6	.	-5	-6	.
CCOC(=O)c1[nH]c(C)c(/C(O)=C2\C(=O)C(=O)N(CCN(C)C)C2c2ccco2)c1C (stereo not drawn)	.	3	-1.5	-3	22	-13	.	7	6	.
COc1ccc(F)cc1S(=O)(=O)n1nnc2ccccc21	-1	2	-2.2	5	18	0	14	25	-3	5
CCCCC(=O)NC(c1ccccc1)c1ccc2cccnc2c1O (stereo not drawn)	16	.	48*	-1	.	68*	96*	-53	-42	24*
CC1(C)CC(NC(=O)C2CCC(=O)N(C3CC3)C2)CC(C)(C)C1 (stereo not drawn)	0	2	0.8	-1	20	0	4	-8	-11	-3
CC(C)Oc1ccc(C(=O)CCN2CCOCC2)cc1	.	-5	-0.6	-2	12	26	.	6	-7	.
C(=N\Nc1ccccc1)/c1ccc(N2CCOCC2)cc1	5	-1	1.7	-6	32	-154	-89	-15	-3	4
N#Cc1ccccc1/C=C/C(=O)N1CCOCC1	3	2	-0.6	0	25	-33	-20	-1	-2	-4
Oc1ccccc1-c1nc(NCCN2CCOCC2)c2ccccc2n1	-5	-2	0.1	1	9	-29	-13	11	0	5
O=C(c1ccsc1)N1CCCC(N2CCN(c3ccccc3F)CC2)C1 (stereo not drawn)	4	-8	-0.4	-2	3	-1	15	-7	0	4
CC1CCCC(NC(=O)COC(=O)[C@@H]2CC(O)CN2S(=O)(=O)c2ccc3c(c2)OCCO3)C1C (stereo partly drawn)	-5	1	0.0	3	1	-8	-20	0	3	-3
C=C1CCC[C@]2(C)C[C@H]3OC(=O)C(CN4CCCCC4CO)[C@H]3CC12 (stereo partly drawn)	7	-2	1.5	-2	5	-12	-14	?	23	6
CCCCC(=O)Nc1nnc(CCc2ccccc2)s1	-2	1	-0.7	-3	17	-9	-28	23	9	4
CC(C)C(NC(=O)c1ccco1)C(=O)OCC(=O)c1ccccc1 (stereo not drawn)	-3	0	0.1	0	12	-13	-35	0	1	0
CCOCC(=O)OCC(=O)Nc1cc(OC)c([N+](=O)[O-])cc1C	-2	1	-0.2	1	0	-2	-16	35	3	-2
O=c1[nH]c(CSc2ncc(C(F)(F)F)cc2Cl)nc2ccccc12	4	-2	0.7	15	13	-51	-17	63*	38	10
CCc1ccc(N(CC(=O)N2CCN(Cc3ccccc3)CC2)S(C)(=O)=O)cc1	-2	1	-13	-3	8	-2	-4	-2	0	-5
CCOC(=O)N/N=C(\C)c1ccc(C)o1	1	2	-0.2	3	2	0	-8	-5	-9	-3
CCc1nc2ccccc2c(C(=O)OCC(=O)Nc2cccc(S(=O)(=O)N3CCOCC3)c2)c1C	0	1	0.4	-2	10	23	-16	2	-4	-1
CCCOc1ccc(Cl)cc1CN1CCOCC1	-2	1	0.2	7	3	7	-8	4	-2	-7

Reformatted: entries from further up
Compound | HSP90 refold inh | GSK3beta inhib | HIF activator | GSK3 alpha inh | AI-2 QS modul | aSyn 5UTR inh | KLF5 inh | HSF1 activator | HSF1 inhib | IEC-6 tox
Cc1[nH]n(-c2ccccc2)c(=S)c1C=NCCCN=Cc1c(C)[nH]n(-c2ccccc2)c1=S | 0 | 0 | -1.1 | -2 | -3 | -7 | -8 | -4 | 1 | 2
CCOCC(=O)OCC(=O)Nc1cc(OC)c([N+](=O)[O-])cc1C | -2 | 1 | -0.2 | 1 | 0 | -2 | -16 | 35 | 3 | -2
O=C(COc1ccc([N+](=O)[O-])cc1)Nc1ccc2[nH]c(=O)[nH]c2c1 | . | -2 | -0.6 | -1 | 13 | 6 | . | -5 | -6 | .

New compounds follow:
SMILES	HSP90 refold inh	GSK3beta inhib	HIF activator	GSK3 alpha inh	AI-2 QS modul	aSyn 5UTR inh	KLF5 inh	HSF1 activator	HSF1 inhib	IEC-6 tox
CCc1cc(CNC(=O)CCc2nnc(Cc3cccc(C)c3)o2)on1	-1	1	0.6	0	9	-23	-2	-2	5	-4
O=C(CN1C(=O)NC2(CCSC2)C1=O)NCc1ccccc1 (stereo not drawn)	-2	1	-0.3	-1	1	11	-10	-6	3	0
COCC1CCN(C(=O)c2ccc3oc(CCCc4ccccc4)nc3c2)C1 (stereo not drawn)	2	0	1.5	0	24	-95	-85	30	5	2
Cc1cc(C)c2c(=O)cc(C(F)(F)F)oc2n1	1	-1	0.4	0	24	12	0	9	-8	4
COc1cc(-c2noc(CCCC(=O)NCc3ccco3)n2)cc(OC)c1OC	-5	-2	-0.7	-1	14	2	-8	-8	2	0
COc1ccc(-n2ncc(C(C)NS(=O)(=O)c3ccc(C)s3)c2C)cc1 (stereo not drawn)	-4	2	-0.3	0	18	-6	-42	13	-2	-6
CCN(CC)c1ccc2c(C)c(CN3CCOCC3)c(=O)oc2c1	-4	0	-0.1	.	18	20	-11	-3	4	-2
O=C(NCc1ccc2c(c1)OCO2)Oc1ccccc1	0	1	0.4	-1	-54	-13	-20	6	12	2
CCOc1cc(C(=O)N[C@@H](C)C(=O)N2CCC3(CC2)NCCc2[nH]cnc23)cc(OCC)c1OCC	-3	-5	0.0	-2	25	-2	2	-48	-32	-3
CCCCN(C)CCCNC(=O)c1cc(=O)[nH]c2ccc(S(=O)(=O)N3CCCCC3C)cc12 (stereo not drawn)	-3	-1	-0.7	-2	15	10	0	19	4	4
NC(=O)C[C@@H]1N[C@]2(C(=O)Nc3ccccc32)[C@@H]2C(=O)N(C3CCCCC3)C(=O)[C@H]12	0	-1	-0.1	-2	18	21	2	0	-3	-4
Cc1ccc(S(=O)(=O)NNC(=O)C2COc3ccccc3O2)cc1C (stereo not drawn)	-1	2	0.1	2	4	24	-38	-36	-20	-5
COc1ccccc1-c1noc(-c2ccccc2C(=O)N2CCOCC2)n1	6	2	-0.1	-5	10	16	-3	6	-5	4
O=C(CCCc1ccccc1)NC12CC3CC(CC(C3)C1)C2	-1	-1	3.0	-3	28	-151	-179	69*	23	6
COc1ccccc1NC(=O)CSc1nc(O)cc(=O)n1C	-5	1	-0.4	-2	31	-19	-1	3	8	-5
O=C(Nc1c(-c2ccccc2)nc2ccccn12)c1ccccc1	-2	1	-12	1	45	8	2	6	1	1
CSc1ccc(/C=C(\C#N)C(=O)NC2CCCCC2C)cc1 (stereo not drawn)	2	-8	1.2	3	14	-9	5	8	2	-2
CC(C)c1nnc(NC(=O)CCC(=O)NCc2ccc(F)cc2)s1	-4	1	-0.3	-5	20	7	-20	-4	1	-2
CCOC(=O)C1=C(O)/C(=C\c2sccc2C)N=C1C	-8	-4	-0.1	-1	27	-7	-27	-14	3	-1
O=C(NCCc1ccccc1)C1CCN(c2nc3ccccc3o2)CC1	-3	0	0.2	.	-4	8	-4	5	-8	4
O=C(Nc1cccnc1)NC1CCCCC1	0	-1	2.0	-2	3	-17	4	-4	-5	4
O=C(NCCc1ccccc1)c1ccc(CS(=O)Cc2cccc(Cl)c2)o1 (stereo not drawn)	-6	-3	-0.1	-2	24	17	-16	4	1	0
CC(C)(CO)CNC(=O)CCc1nnc(CCCc2ccccc2)o1	0	3	0.8	-1	17	-7	-39	16	-2	1
CCCOc1ccc(C(=O)NC(=S)NCc2cccnc2)cc1	-2	1	0.3	-1	14	9	-8	19	-5	-1

The last 7 compounds of the part before lead into the next.
SMILES	HSP90 refold inh	GSK3beta inhib	HIF activator	GSK3 alpha inh	AI-2 QS modul	aSyn 5UTR inh	KLF5 inh	HSF1 activator	HSF1 inhib	IEC-6 tox
CC(C)c1nnc(NC(=O)CCC(=O)NCc2ccc(F)cc2)s1	-4	1	-0.3	-5	20	7	-20	-4	1	-2
CCOC(=O)C1=C(O)/C(=C\c2sccc2C)N=C1C	-8	-4	-0.1	-1	27	-7	-27	-14	3	-1
O=C(NCCc1ccccc1)C1CCN(c2nc3ccccc3o2)CC1	-3	0	0.2	.	-4	8	-4	5	-8	4
O=C(Nc1cccnc1)NC1CCCCC1	0	-1	2.0	-2	3	-17	4	-4	-5	4
O=C(NCCc1ccccc1)c1ccc(CS(=O)Cc2cccc(Cl)c2)o1 (stereo not drawn)	-6	-3	-0.1	-2	24	17	-16	4	1	0
CC(C)(CO)CNC(=O)CCc1nnc(CCCc2ccccc2)o1	0	3	0.8	-1	17	-7	-39	16	-2	1
CCCOc1ccc(C(=O)NC(=S)NCc2cccnc2)cc1	-2	1	0.3	-1	14	9	-8	19	-5	-1
CCn1c(SCC(=O)Nc2cc(C(C)(C)C)nn2-c2ccccc2)nnc1-c1cccs1	-3	0	-0.1	0	9	13	-44	-2	-3	0
CCNc1nc(N)nc(Oc2ccc(OCC)nn2)n1	-1	-1	-0.4	3	21	13	-6	-6	1	-2
Cc1cc(C)c(C(N)=O)c(SCC(=O)c2cc(C)c(C)cc2C)n1	4	0	-0.3	-2	-1	-11	-8	21	0	-6
Cc1ccc(-c2nc(NC(=O)c3nn(C)cc3[N+](=O)[O-])sc2C)cc1C	4	1	-4.0	0	25	18	38	-84	-84*	15
CNC(=O)CSc1nnc(COc2ccc([N+](=O)[O-])cc2)n1C	0	1	0.2	1	-3	-8	-65	-3	5	1
CN(/C(=N/S(=O)(=O)c1ccccc1)c1ccccc1)S(=O)(=O)c1ccccc1	-2	0	-0.7	-3	18	-16	1	9	0	-2
COc1ccccc1NC(=O)N(Cc1ccc2c(c1)OCO2)Cc1nc2ccccc2c(=O)[nH]1	0	-3	-0.6	-1	23	19	-3	12	17	-6
COc1cccc(NC(=O)c2cnsn2)c1	-1	-1	3.1	0	14	-97	-45	8	9	3
